Runt-SMMHC FRET – inhibitors of RUNX1 Runt–CBFb-SMMHC binding, primary screen, biochemical, FRET, Cerulean-Runt, Venus-CBFb-SMMHC, uHTS; Runt-related transcription factor 1 (Homo sapiens) + Core-binding factor subunit beta …; Cerulean-Runt/Venus-CBFb-SMMHC FRET ratio 530/480, 1 h; inhibition, % at 20 µM; 0.74% of 220,000 active;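 active = mean inhibition across duplicate retests at 20 µM reaching about 50%, limit read from the data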;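 also: 0% = DMSO wells and 100% = wells with excess untagged CBFb-SMMHC; inhibitors lower the FRET ratio by blocking Runt binding to CBFb-SMMHC; some results filed as inactive read as strong as hits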
Target sequence (Q01196 whole entry, looked up): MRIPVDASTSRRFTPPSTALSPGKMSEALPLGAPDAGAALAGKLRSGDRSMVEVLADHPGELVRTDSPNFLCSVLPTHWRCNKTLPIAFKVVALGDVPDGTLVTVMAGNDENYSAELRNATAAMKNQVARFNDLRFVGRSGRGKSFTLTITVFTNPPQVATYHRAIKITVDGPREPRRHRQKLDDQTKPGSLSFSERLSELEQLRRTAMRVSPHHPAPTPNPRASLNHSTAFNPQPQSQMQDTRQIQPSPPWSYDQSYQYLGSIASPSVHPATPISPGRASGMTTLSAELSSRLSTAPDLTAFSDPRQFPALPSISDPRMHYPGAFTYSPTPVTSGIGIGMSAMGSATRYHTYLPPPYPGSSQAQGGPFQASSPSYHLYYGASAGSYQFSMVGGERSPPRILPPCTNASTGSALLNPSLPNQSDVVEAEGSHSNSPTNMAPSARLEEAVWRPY
Target sequence (Q13951 whole entry, looked up): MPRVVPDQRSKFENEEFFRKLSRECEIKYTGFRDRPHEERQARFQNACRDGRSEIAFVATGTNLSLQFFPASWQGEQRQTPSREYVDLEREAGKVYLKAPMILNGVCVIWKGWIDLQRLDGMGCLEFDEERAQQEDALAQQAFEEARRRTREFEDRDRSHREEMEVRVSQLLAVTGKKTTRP
CHOP inhibitor – inhibitors of CHOP promoter induction, primary screen, cell-based, unfolded protein response, luciferase reporter. CHO-K1 CHOP-promoter luciferase, tunicamycin-induced, 15-18 h. inhibition, % at 10 µM. 3.8% of 220,000 active. AID 2732, 2010;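 active = compounds that reduced the stress-induced luciferase reporter signal by more than about 70% of percent inhibition, limit read from the data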;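 also: 0% = tunicamycin plus vehicle and 100% = wells without tunicamycin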
zfTRPN1 agonist – zebrafish TRPN1 channel agonists, primary screen, cell-based, HEK293, calcium fluorescence; transient receptor potential cation channel N1 (TRPN1/NompC), Danio rerio; HEK293 zebrafish TRPN1-YFP, Fluo-8 calcium fluorescence; 100% = response to 87 µM carbachol; activation, % at 3 µM; 0.18% of 220,000 active; AID 1424, 2008;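 active = activation above its plate's cutoff, the mean activation of test wells on that plate plus 3 SD, cut at about 19% in these data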;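 also: 0% = DMSO alone and 100% = 87 µM carbachol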
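Assay system: Zebrafish TRPN1-YFP in HEK293 cells | Incubation: Dye loading 1 h at 37 °C, then 30 min room temperature | Measured by: Kinetic Fluo-8 fluorescence, ex 470-495, em 515-575 nm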
Mdm2 ligase inh – MDM2-luciferase reporter signal enhancers, primary screen, MDM2 E3 ligase inhibitor project, cell-based, luminescence, 1536-well. E3 ubiquitin-protein ligase Mdm2 (Homo sapiens), Q00987. cell-based MDM2 ubiquitination luciferase reporter, 2 h; 0 = plate control, 100 = twice control, blank-subtracted. signal enhancement, % at 5 µM. 0.11% of 210,000 active. AID 1230, 2008;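 active = signal enhancement of 30% or more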;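 also: luminescence tracks abundance of the self-degrading MDM2-luciferase fusion protein; higher signal means inhibition of MDM2 E3 ligase activity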
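Timing – 2 h compound exposure at 37 °C · Assay system – mammalian cells stably expressing self-ubiquitinating, self-degrading MDM2 E3–luciferase fusion · Amount – 2000 cells seeded into each well · Measure – % luminescence enhancement versus blank-corrected plate control mean · Measured by – SteadyLite luminescence, 15 min reagent step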
TNF necrop inh – inhibitors of TNF-alpha triggered necroptosis, primary screen, cell-based, Jurkat FADD-/-, single concentration; 0.068% of 220,000 active; activation (protection from cell death), % at 10 µM; Jurkat FADD-/- TNF necroptosis rescue, ATP luminescence, 24 h; 0 = TNF only, 100 = no-TNF cells; AID 463075, 2010;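 active = activation, meaning protection from cell death, of at least 50% relative to plate controls; inactive = activation below 50%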;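 also: necroptosis triggered by 40 ng/mL TNF-alpha added together with compound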
TRPML3 agonist – human TRPML3 channel agonists, primary screen, cell-based, HEK293 TRPML3-YFP, Fluo-8 calcium fluorescence, 3 µM; activation, % at 3 µM; Mucolipin-3 (Homo sapiens), Q8TDD5; 100% = the carbachol control signal; 0.29% of 220,000 active;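 active = activation above its plate's cutoff, the mean activation of the plate's test wells plus 3 SD, cut at about 12% in these data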;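 also: 0% = DMSO only wells and 100% = carbachol wells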
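Material: HEK293 cells stably carrying human TRPML3-YFP; compound dosing: single dose, 3 µM final nominal compound, 0.3% DMSO final; incubation: 1-h 37 °C dye load, 5-s basal, 120-s post-compound reads; technique: Fluo-8 intracellular calcium fluorescence, excitation 470-495 nm, emission 515-575 nm; read-out basis: percent activation from peak-to-basal fluorescence ratio, scaled between DMSO and carbachol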
NCF1 inh – p47phox/p22phox peptide binding inhibitors, primary screen, biochemical, uHTS, NADPH oxidase regulatory subunit; fluorescence polarization, 2 h; inhibition, % at 24.7 µM; 0.53% of 220,000 active; AID 1274, 2008;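 active = inhibition above about 30%, limit read from the data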;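 also: 0% = p47phox with labelled peptide and 100% = labelled peptide alone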
PPC-1+TRAIL kill – compounds killing PPC-1 cancer cells with TRAIL present, primary screen, TRAIL potentiator project, ATPLite luminescence, uHTS; PPC-1 cells + TRAIL, ATPLite viability luminescence; cell killing (% activity), % at 4 µM; 0.41% of 220,000 active; AID 1443, 2008;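 active = cell killing above 50% in the first pass at 4 µM, then a duplicate retest at 5 µM averaging 50% or more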;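 also: plate controls were cells with TRAIL plus DMSO for no effect and medium-only wells lacking cells for full effect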
EBV gp42 inh – Epstein-Barr virus gp42 inhibitors, primary screen, biochemical, uHTS, fluorescence polarization; Glycoprotein 42 (Epstein-Barr virus (strain AG876)), Q1HVG2; inhibition, % (tested at 21.74 µM); Fluorescence polarization binding assay, mP read-out; AID 1085, 2008; 0.42% of 220,000 active; in the data active = inhibition above about 50%
Target sequence (Q1HVG2 whole entry, looked up): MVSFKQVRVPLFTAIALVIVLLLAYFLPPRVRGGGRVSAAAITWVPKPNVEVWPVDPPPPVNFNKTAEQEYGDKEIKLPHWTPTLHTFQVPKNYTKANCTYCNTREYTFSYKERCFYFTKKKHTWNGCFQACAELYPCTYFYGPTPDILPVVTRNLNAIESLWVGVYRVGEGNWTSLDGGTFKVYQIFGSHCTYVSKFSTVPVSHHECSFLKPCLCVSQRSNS
The depositor's hits bear a star; / = not tested or not shown. Rows are unselected. Share with any hit: about 5.9%.

SMILES	Runt-SMMHC FRET	CHOP inhibitor	zfTRPN1 agonist	Mdm2 ligase inh	TNF necrop inh	TRPML3 agonist	NCF1 inh	PPC-1+TRAIL kill	EBV gp42 inh
COP(=O)(OC)c1nc(-c2cccc3ccccc23)oc1NCc1ccccc1	-5	29	-0.8	-16	1.9	0.2	-10	6	14
Cc1ccc(Cn2ncc3c(N4CCN(C5CCCC5)CC4)ncnc32)cc1	0	50	1.0	-9	0.7	2.1	3	9	-3
O=C(NCc1ccc2c(c1)OCO2)C1CCCN1C(=O)Nc1ccccc1 (configuration not stated)	0	-5	-1.1	-9	-1.4	0.9	-5	23	-16
COc1ccc(CCC(=O)Nc2nc3ccccc3[nH]2)cc1OC	-1	38	-0.2	-6	2.4	0.7	-14	11	-6
COc1ccc(C(=O)N2CCN=C2SC)cc1	-4	7	1.2	-5	-1.1	0.1	-7	14	-7
O=C(COc1ccc(Cl)cc1Cl)NC(=S)Nc1ccc(CN2CCOCC2)cc1	-3	14	6.8	5	-2.8	3.7	-13	21	-3
Cc1ccc(C(=O)N/C(=C/c2cccs2)C(=O)NCCCn2ccnc2)cc1	0	5	1.1	-21	-0.1	-0.3	-2	-10	5
O=C(COc1ccc(Cl)cc1Cl)N/N=C/CCc1ccccc1	2	75*	-0.9	-31	-0.2	1.7	-2	-4	-6
O=C1c2cccc3cccc(c23)C(=O)N1OS(=O)(=O)c1ccc(Br)cc1	0	28	0.4	-9	2.6	1.1	-34	5	-20
CC(=O)c1ccc(NC(=O)CSc2nccn2C)cc1	-3	-3	2.6	-3	-1.0	0.4	-2	18	-11
CCC(NC(=O)Cn1cnc2c(=O)n(C)c(=O)n(C)c21)c1ccccc1 (configuration not stated)	-6	-15	0.4	-2	-0.2	1.0	-4	30	-11
COc1ccc(/C=N/Nc2ccc(C(F)(F)F)cc2[N+](=O)[O-])cc1O	-15	76*	0.0	/	0.2	0.8	-35	11	-15
O=C(NCC1CCCO1)c1ccccc1-c1nc(-c2ccc(F)cc2)no1 (configuration not stated)	1	23	0.8	-29	-1.3	-0.7	-12	2	-11
COc1ccc(-n2cc(CN3CCCC3)c(-c3cccc(F)c3)n2)cc1	-6	-9	0.9	4	1.5	0.5	-29	9	-22
NC(=O)c1ccc(N2CCCCC2)c(N2C(=O)C3CC=CCC3C2=O)c1 (configuration not stated)	2	14	1.4	-6	0.4	-0.4	-11	9	-13
N=c1c2c(ncn1Cc1ccco1)Oc1ccc3ccccc3c1C2c1ccccc1 (configuration not stated)	-1	62	-2.4	-13	-4.2	-0.8	6	30	4
Cc1cccc(-n2nc3c(c2NC(=O)c2ccco2)CS(=O)(=O)C3)c1C	0	-7	-0.2	-10	2.2	0.6	-1	1	-11
COc1ccc(C(=O)c2sc(Nc3ccccc3)c(C(=O)Nc3ccc(OC)c(OC)c3)c2N)cc1	8	52	1.3	-9	-9.8	1.1	-14	-2	3
CCOC(=O)c1c(C)[nH]c(C)c1C(=O)COC(=O)[C@@H](NC(=O)c1ccccc1OCC)C(C)C	-2	-9	-1.0	-18	-0.3	0.0	1	3	10
O=C(O)CCCCCn1c(SCC(=O)Nc2ccc(F)cc2)nc2ccsc2c1=O	-2	0	-0.7	-5	0.5	0.8	1	-10	-13
O=C(Cc1ccccc1)NCc1ccc(-n2cccc2)cc1	-1	-23	0.8	-13	-3.5	-1.9	-1	19	-4
CN1/C(=C\C=C2\N=C(c3ccc(F)cc3)OC2=O)C(C)(C)c2ccccc21	0	-2	3.8	-8	-1.2	2.5	149*	5	-107
COC(=O)C(C#N)C(c1cccnc1)c1c(C)[nH][nH]c1=O (configuration not stated)	-2	-2	-0.8	-18	-2.2	0.2	-13	10	-12
Cc1cc(C)c2ccc(Cl)cc2n1	0	-2	-2.3	-1	0.9	0.6	1	2	-14
O=S(=O)(c1ccc(Cl)cc1)N1CCN(Cc2ccc(O)c3ncccc23)CC1	-3	10	-1.3	-18	-12	1.3	-3	26	6
Cc1ccc(C(=O)Nc2ccc(N3CCCC3)cc2)cc1	10	28	-1.2	-15	-0.3	-0.3	-11	30	-13
COc1cc(OC)cc(-c2nc(-c3ccccc3OC)no2)c1	-12	24	0.1	/	0.2	0.3	-10	34	-7
Cc1ccc(Nc2nc(N)nc(CCl)n2)cc1	2	-80	-1.0	-32	-30	-0.4	0	48	-5
COc1ccccc1-c1ccc(=O)n(CC(=O)Nc2ccc(C(=O)N3CCCC3)cc2)n1	-1	-2	0.9	-7	3.5	-0.8	-15	5	3
Cc1cc(NC(=O)CSc2nc(-c3ccc(F)cc3)cs2)no1	9	41	-2.8	-6	-0.5	-1.5	2	30	-18
CCn1c(=O)c(C(=O)NCCc2ccccc2)c(O)c2ccccc21	0	28	-2.3	-12	-1.2	0.0	-2	37	-4
O=S(=O)(NCCC1CC1(Cl)Cl)c1ccc(Cl)cc1 (configuration not stated)	-1	-7	-1.9	-10	2.4	-1.2	6	-9	-4
O=C(Nc1ccccc1N1CCCC1)c1ccc([N+](=O)[O-])cc1Cl	-5	-6	-0.9	2	1.0	0.5	1	16	1
COc1cc(OC)cc(C(=O)Nc2nc3ccc(S(C)(=O)=O)cc3s2)c1	1	-4	1.4	-5	-1.4	0.3	4	12	0
CC(C)(C)N(Cc1ccccc1)C(=O)COC(=O)CCc1c[nH]c2ccccc12	4	35	1.1	-12	-6.8	-0.6	-17	-4	-22
O=C(Nc1ccc(Cl)c(-c2nc3ccccc3[nH]2)c1)c1cccnc1	-3	-6	3.4	-4	-4.3	-0.5	-3	21	-12
O=C1NCCN(Cc2ccc(Cl)c(F)c2)C1CC(=O)N1CCCO1 (configuration not stated)	8	7	1.5	-14	0.3	0.7	-10	32	-7
S=c1[nH]nc(-c2ccccn2)n1/N=C/c1ccc(Cl)cc1	7	19	-0.2	-10	1.2	0.8	-6	17	-12
COc1ccc(NC(=O)NCCN2CCN(c3cccc(Cl)c3)CC2)cc1	-4	49	0.3	6	2.5	0.8	2	-10	-2
N#C/C(=C\c1cc(O)c(O)c(O)c1)C(N)=O	-28	17	0.5	1	-1.1	-0.5	-10	-15	-54
CC(C)[C@H](NC(=O)OC(C)(C)C)c1nnc(SCc2cccc(F)c2)o1	-2	14	-1.5	-23	0.2	-0.6	-12	21	-14
COC(=O)c1sc2nc(CSc3ccc(Br)cc3)[nH]c(=O)c2c1C	-13	15	-2.6	-4	2.4	0.3	-84	7	-38
Cc1ccc(S(=O)(=O)CCNC(=O)Cc2ccccc2)cc1	3	-1	-0.7	-8	0.1	0.6	3	10	-6
CCC1=NN(C(=O)Cc2ccc(OC)c(OC)c2)C(O)(C(F)(F)F)C1 (configuration not stated)	0	25	0.1	-13	2.5	0.9	7	-9	-2
O=C(c1cccs1)c1coc2ccc(O)cc12	1	18	-0.6	6	-0.2	-0.4	-4	15	-37
CCOC(=O)c1csc(NC(=O)c2ccc(S(=O)(=O)N3CCCC3)cc2)n1	-5	13	0.3	-15	-1.6	0.1	-2	12	-13
CCCCNC(=O)C1CC(c2ccccc2[N+](=O)[O-])=NO1 (configuration not stated)	2	12	1.0	-2	-1.7	0.0	-14	10	2
Cc1ccc(Cl)cc1N1CCN(CC(O)COC(C)C)CC1 (configuration not stated)	-2	7	0.6	-7	4.0	0.1	-5	8	-23
Cn1c(CCNC(=O)c2ccco2)nc2cc(NC(=O)c3ccco3)ccc21	-5	-1	0.6	-3	-1.6	0.0	-10	11	-16
O=C(CNC(=S)NC(=O)c1ccc(Cl)cc1)c1ccccc1	-2	-4	0.6	11	0.6	0.7	-8	30	-25

(continued)
SMILES	Runt-SMMHC FRET	CHOP inhibitor	zfTRPN1 agonist	Mdm2 ligase inh	TNF necrop inh	TRPML3 agonist	NCF1 inh	PPC-1+TRAIL kill	EBV gp42 inh
CC(C)(C)c1ccc(C(=O)NNC(=O)C2CCCCC2)cc1	-4	-14	1.4	-2	2.4	0.8	31*	21	-17
COc1cc(CCC(=O)OCC(=O)Nc2nc(C)c(Cl)cc2Cl)cc(OC)c1OC	1	12	-1.1	-14	-0.3	0.3	-2	7	-13
COc1ccccc1N1CCN(C2CCN(C(=O)COc3cccc(C)c3)CC2)CC1	5	17	-0.7	5	2.1	0.4	-5	12	-14
CSC(=NC#N)N1CCN(c2ccccc2)CC1	-1	9	0.2	-1	-2.4	1.0	-3	0	-18
CCN(CC)S(=O)(=O)c1cc(C(=O)Nc2nncs2)c(Cl)cc1Cl	0	-32	0.1	-16	-4.6	-0.1	3	4	12
CCOc1ccc(/C=C/C2=NNC(=O)CC2)cc1	-2	14	1.5	-13	-3.2	0.5	-2	9	3
Cc1cc(C(=O)NCc2ccco2)c2ccccc2n1	4	-10	0.6	-6	0.1	0.6	2	-16	2
CCOc1cc(C)ccc1OCc1nnc(SCC(=O)c2cccc([N+](=O)[O-])c2)n1CC	2	11	-1.6	2	-1.1	-0.1	-11	18	-20
COc1ccc(CN/C(C)=C(/C#N)C(N)=O)cc1OC	1	7	0.5	-8	-0.1	2.8	1	-4	1
N#CC1=C(N)C(C#N)(C#N)C(c2ccc[nH]2)C2CCCC=C12 (configuration not stated)	-163	-33	5.4	-6	-3.5	2.9	-29	-10	8
CN1/C(=C/C=N/NC(=O)c2ccc([N+](=O)[O-])cc2)C(C)(C)c2ccccc21	-32	-7	0.1	-11	0.8	0.3	-14	26	-3
Oc1ccc(Br)cc1-c1ccn[nH]1	0	-25	-0.1	-5	1.9	0.1	2	-6	2
Cc1cccnc1NC(=O)Nc1cccc2ccccc12	-2	32	-0.1	1	-1.7	-0.1	-7	21	-10
O=C(NCCNS(=O)(=O)c1ccccc1)c1cc(OCC(F)(F)F)ccc1OCC(F)(F)F	-3	-18	-0.7	-5	-1.3	-0.5	-15	15	-1
